Assay outcomes from PubChem.
NPR1 activator – GC-A (human) enzyme activation; P16066; HEK293 GC-A cells, cGMP TR-FRET, EC30 ANP; 0% at EC30 ANP, 100% saturating ANP; activation, % at 10 µM; 0.14% of 370,000 active; AID 1671463; in the data active = activation above about 40%
HTRA1 inh – blocks human HTRA1 serine peptidase. recombinant HTRA1, FP-rhodamine activity-based probe, fluorescence polarization. AID 504803. Q92743. inhibition, % at 5.96 µM. 0.5% of 340,000 active; in the data active = inhibition above about 36%;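 note: 0% = enzyme with DMSO and 100% = wells lacking enzyme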
NPR2 activator – GC-B (human) receptor activation. activation, % at 10 µM. 0.11% of 370,000 active. P20594. HEK293-GC-B cells, CNP EC30, cGMP TR-FRET; 0% at EC30 CNP, 100% saturating CNP. AID 1920062;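 active = activation at 10 µM reaching about 35% in either raw or pattern-adjusted values, limit read from the data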
SIAE inh – inhibitors of human sialic acid acetylesterase SIAE; inhibition, % at 9.66 µM; SIAE FP-Rh probe binding, fluorescence polarization; Q9HAT2; 0.69% of 370,000 active; AID 1053197;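 active = inhibition above a cutoff: mean of compounds within the control limits plus 3 SD of those, cut at about 17% in these data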;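 note: 0% = plate median of compound wells and 100% = probe without SIAE protein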
PRMT1 FP inh – PRMT1 (human) inhibition, primary screen; Q99873; recombinant PRMT1, activity-based probe fluorescence polarization; inhibition, % at 2.79 µM; 1.3% of 370,000 active;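 active = inhibition above about 21% made by adding two undisclosed values, limit read from the data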
Target sequence (Q99873 whole entry, looked up): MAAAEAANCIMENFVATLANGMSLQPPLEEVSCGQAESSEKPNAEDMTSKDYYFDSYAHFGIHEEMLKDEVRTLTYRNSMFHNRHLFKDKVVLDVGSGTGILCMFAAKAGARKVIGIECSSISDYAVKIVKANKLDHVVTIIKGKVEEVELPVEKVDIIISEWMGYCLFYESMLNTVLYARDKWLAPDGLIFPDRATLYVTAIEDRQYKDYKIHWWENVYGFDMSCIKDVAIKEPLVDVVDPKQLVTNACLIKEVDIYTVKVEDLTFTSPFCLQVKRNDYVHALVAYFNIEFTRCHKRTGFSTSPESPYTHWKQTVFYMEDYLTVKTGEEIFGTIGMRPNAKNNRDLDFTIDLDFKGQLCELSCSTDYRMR
ABHD4 inh – inhibitors of mouse ABHD4; AID 720543; purified mABHD4, FP-Rh probe fluorescence polarization; inhibition, % at 8.92 µM; 0.54% of 370,000 active; Q8VD66;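 active = inhibition exceeding the mean over every tested compound plus 3 SD, cut at about 30% in these data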;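 note: 0% = plate median of compound wells and 100% = S159A mutant with DMSO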
Target sequence (Q8VD66 whole entry, looked up): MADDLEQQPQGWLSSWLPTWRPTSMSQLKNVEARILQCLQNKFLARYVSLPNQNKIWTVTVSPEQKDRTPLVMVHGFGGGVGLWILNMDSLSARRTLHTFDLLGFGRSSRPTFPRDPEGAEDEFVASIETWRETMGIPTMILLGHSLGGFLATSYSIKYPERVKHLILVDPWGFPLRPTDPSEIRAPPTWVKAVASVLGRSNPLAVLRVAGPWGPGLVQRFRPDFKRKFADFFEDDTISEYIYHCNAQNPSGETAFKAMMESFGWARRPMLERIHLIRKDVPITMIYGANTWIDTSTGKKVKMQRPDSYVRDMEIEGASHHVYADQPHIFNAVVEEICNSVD
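Assay system: mABHD4 protein; medium: HEPES pH 7.0, NaCl, Pluronic buffer; dosing: 8.92 µM, single dose; schedule: 45 min + 60 min at 25 °C; signal: FP readout, ex 525 nm / em 598 nm; read-out: normalized percent inhibition of probe labeling; repeats: single replicate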
MBD2 inh – MBD2-methylated oligo binding inhibition | TR-FRET, MBD2 binding to methylated oligonucleotide | inhibition, % at 4.4 µM | 0.31% of 370,000 active | AID 686964; in the data active = inhibition above about 13%
TCR CD3 inh – blocks the human TCR-CD3 interaction | 0.37% of 360,000 active | TAMRA-labeled TCR probe fluorescence, biochemical | inhibition, % at 9.4 µM; in the data active = inhibition above about 19%;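 note: recombinant mutant TCR 2C K166C tagged with TAMRA read by polarization; 0% = receptor in buffer alone and 100% = receptor with positive control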
UHRF1 MBD2 ctr – UHRF1 methyl-DNA binding inhibition; inhibition, % at 4.4 µM; UHRF1 binding to methylated oligo, TR-FRET; 0.75% of 370,000 active; AID 687016; Q96T88; in the data active = inhibition above about 21%;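 note: UHRF1 SRA domain binding a hemimethylated CpG hairpin DNA probe; 0% = median of test compound wells and 100% = reference inhibitor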
rCAG RNA binder – molecules binding r(CAG) RNA repeats; r(CAG) RNA repeat, TO-PRO-1 dye displacement fluorescence; inhibition, % at 3 µM; 1.3% of 370,000 active; AID 651821;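 active = inhibition above the plate cutoff, the mean of all test compounds on that plate plus 3 SD, cut at about 35% in these data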;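 note: 0% = DMSO alone and 100% = 100 µM mitoxantrone as full dye displacement; higher means more dye released from RNA so lower well fluorescence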
Active calls of the source: *; x = no result given; & = joins results of further samples. These rows are one share of the data, so the mix of outcomes need not match the whole.

SMILES	NPR1 activator	HTRA1 inh	NPR2 activator	SIAE inh	PRMT1 FP inh	ABHD4 inh	MBD2 inh	TCR CD3 inh	UHRF1 MBD2 ctr	rCAG RNA binder
Cc1ccc(S(=O)(=O)NC2CCCCC2)c(C)c1NS(C)(=O)=O	0	-1	2	0	0	3	-3	-2	3	-3
Cc1ccc(C)c(NC(=O)CN2C(=O)CNC2=O)c1	0	5	0	1	0	1	5	6	0	-1
CN(C)c1ncnc2c1ncn2[C@H]1CN(Cc2ccc(-c3ccccc3)cc2)C[C@@H](CO)O1	3	x	-1	-16	1	-9	-2	0	-2	4
Cc1cccc(COC[C@H](Cc2ccccc2)N2CCN(C(=O)c3ccc(Cl)c(Cl)c3)CCC2=O)c1	-9	x	-2	1	2	-5	-2	-5	2	5
CC(C)Oc1ccc(C(=O)NC2=NCCS2)cc1	4	-2	-2	0	10	7	-1	-1	0	-2
O=C(NCc1ccccc1)Nc1cccc2ccccc12	0	-5	-2	1	2	-1	1	-4	3	-1
CC(=O)NC[C@H]1O[C@@H](n2ccc(N)nc2=O)[C@H](O)[C@@H]1O	2	8	-6	-7	-1	-11	-6	-9	4	4
O=C1C2CSCN2C(=O)CN1CCCN1CCN(C(c2ccccc2)c2ccccc2)CC1 (stereo not given)	-10	3	3	0	-6	1	-5	2	-2	-10
COc1ccc([C@H]2N[C@]3(CCCN(CC4CCCCC4)C3=O)[C@H]3C(=O)N(Cc4ccccc4)C(=O)[C@@H]23)cc1	1	-38	6	-1	-1	2	-2	4	0	1
Cc1ccc(C)c(S(=O)(=O)N2CCN(CC(=O)Nc3ccc4c(c3)CCC4)CC2)c1	-6	-18	2	0	-3	-4	-3	-1	-1	-2
CC(=O)N1CCN(C(=O)COC(=O)CNC(=O)c2ccccc2C)CC1	1	2	-12	5	-2	2	-4	1	-1	0
CC1CCN(S(=O)(=O)c2ccc(N/N=C(/C#N)C(N)=O)cc2)CC1	-3	1	4	0	2	-7	-1	-3	0	7
O=C(COC(=O)Cc1cccs1)Nc1ccccc1Cl	2	1	-1	-1	6	3	-3	-5	1	-3
CC(C)CN(CCCNC(=O)CN1C(=O)COc2ccc(S(=O)(=O)N3CCOCC3)cc21)CC(C)C	2	11	6	2	4	12	1	-12	0	-3
COc1cc(C(=O)/C=C/c2cccnc2)c([N+](=O)[O-])cc1OC	3	-2	-7	-6	4	6	2	-4	-2	-3
CN(CC(=O)Nc1ccc(F)cc1)C(=O)COC(=O)Cc1cccs1	6	5	2	-5	-1	-4	1	2	1	-1
Cc1ccc(NC(=O)CCl)c(C)c1	1	6	-2	1	8	8	0	-6	6	-4
O=C(O)/C=C/c1ccccc1[N+](=O)[O-]	0	-2	-3	0	2	7	4	-4	-1	2
CCOc1cc(/C=C2\C(=O)N(Cc3ccc(C)cc3)C(C)=C2C(=O)OC)ccc1O	18	16	25	5	41*	25	-5	6	-7	18
O=c1c(=O)n2c(nn1Cc1ccc(F)cc1)sc1ccccc12	1	1	-2	3	-1	8	1	-9	-1	2
O=C(Cc1ccccc1)Nc1cccnc1	2	4	-3	3	-1	3	-5	4	-1	1
Oc1ccc2[nH]ccc2c1	-1	-1	-3	2	3	0	-4	6	-1	3
Cc1ccc(NC(=O)CCC(=O)NNC(=O)c2ccco2)c(C)c1	5	-1	5	-9	1	2	-1	6	-1	1
CC1CCCCN1Cc1c(O)ccc2c(=O)c(-c3nc4ccccc4s3)coc12 (stereo not given)	3	-5	-4	-21	4	7	-4	0	-1	15
COCCN1C(=O)C(=O)/C(=C(/O)c2ccc(S(=O)(=O)N3CCOCC3)cc2)C1c1cccc(Cl)c1 (stereo not given)	-4	7	5	2	-5	-2	1	-4	0	9
CC(C)N1CCC(N2CCN(CCCc3ccccc3)CC2CCO)CC1 (stereo not given)	-1	4	4	-2	-1	0	3	-3	2	-3
COC(=O)C1CN(Cc2ccc(F)cc2)CCS(=O)(=O)N1Cc1ccc(F)cc1 (stereo not given)	-5	x	-1	2	-2	-1	4	x	-1	1
COc1cc(/C=N/n2nnnc2N)ccc1OC(C)C	1	1	1	-1	1	0	-5	1	-3	-1
CC(=O)NS(=O)(=O)c1ccc(NC(=S)NC(=O)CC(C)C)cc1	1	x	9	9	-3	-7	0	3	-2	-3
Cc1ccc(NC(=O)CSc2nnc(-c3ccccn3)n2N)cc1F	0	x	-1	-2	0	-1	-2	1	0	-3

Compound profiles, from the list above:
Results for CC(C)N1CCC(N2CCN(CCCc3ccccc3)CC2CCO)CC1 (stereo not given) → NPR1 activator = -1; HTRA1 inh = 4; NPR2 activator = 4; SIAE inh = -2; PRMT1 FP inh = -1; ABHD4 inh = 0; MBD2 inh = 3; TCR CD3 inh = -3; UHRF1 MBD2 ctr = 2; rCAG RNA binder = -3
Results for CC(=O)NS(=O)(=O)c1ccc(NC(=S)NC(=O)CC(C)C)cc1 → NPR1 activator = 1; HTRA1 inh = x; NPR2 activator = 9; SIAE inh = 9; PRMT1 FP inh = -3; ABHD4 inh = -7; MBD2 inh = 0; TCR CD3 inh = 3; UHRF1 MBD2 ctr = -2; rCAG RNA binder = -3
Results for COCCN1C(=O)C(=O)/C(=C(/O)c2ccc(S(=O)(=O)N3CCOCC3)cc2)C1c1cccc(Cl)c1 (stereo not given) → NPR1 activator = -4; HTRA1 inh = 7; NPR2 activator = 5; SIAE inh = 2; PRMT1 FP inh = -5; ABHD4 inh = -2; MBD2 inh = 1; TCR CD3 inh = -4; UHRF1 MBD2 ctr = 0; rCAG RNA binder = 9

The listing continues:
SMILES	NPR1 activator	HTRA1 inh	NPR2 activator	SIAE inh	PRMT1 FP inh	ABHD4 inh	MBD2 inh	TCR CD3 inh	UHRF1 MBD2 ctr	rCAG RNA binder
CN(C)C(=O)c1ccc(NC(=O)COc2cccc3c2OC(C)(C)C3)cc1	-4	-7	3	-7	-3	-5	5	0	4	-6
Cc1cc(-c2ccc(S(=O)(=O)N(C)Cc3ccccc3)cc2)on1	-4	-4	5	4	5	0	0	0	1	-2
N#C/C(=C(\O)c1cc(Cl)sc1Cl)c1nc2ccccc2[nH]1	-2	0	0	3	-2	19	-1	-9	4	7
COc1ccccc1N(CC(=O)NC1CCCC1)C(=O)C1(C)CC(=O)N=C2C=CC(C)=CN21 (stereo not given)	1	-6	0	10	-7	3	-1	-1	4	-2
O=C(NC1CCCCCC1)c1[nH]c(C(F)(F)F)nc1-c1ccccc1	1	x	3	-4	-7	-15	-7	5	-2	6
Cc1ccc(O)c(NC(=O)c2cccc(NC(=O)c3ccco3)c2)c1	-3	-14	0	-10	0	-2	0	-1	3	5
O=C(NC(=S)Nc1ncccn1)c1ccccc1Cl	2	5	-6	1	16	1	-2	1	0	0
COc1ccc(NC(=O)CN2C(=O)COc3ccc(S(=O)(=O)N4CCOCC4)cc32)c(OC)c1	1	3	-3	3	-3	1	-1	4	-1	-2
CN(C)S(=O)(=O)c1cc([N+](=O)[O-])ccc1N1CCCCCC1	-1	-7	1	-6	-3	-11	-4	-3	-8	-3
COC(=O)c1ccc(N(C(=O)CNC(=O)c2ccco2)C(C(=O)NC2CCCC2)c2ccco2)cc1 (stereo not given)	1	4	2	2	1	0	-1	5	3	-4
O=C(O)c1ccc(-c2noc(-c3cccc(Cl)c3)n2)cc1	4	-9	0	8	-3	0	3	-1	-1	0
CC1CCN(C(=O)c2cccc(S(=O)(=O)N3CCCCC3)c2)CC1	-1	1	1	-1	-3	2	-1	1	5	-3
Cc1nn(-c2cc(N3CCCCCC3)ccc2[N+](=O)[O-])c(=O)c2ccccc12	1	-7	2	-2	0	8	2	2	18	-1
CC(=O)c1ccc(NC(=O)C2CC(c3ccc(F)cc3)=NO2)cc1 (stereo not given)	-2	0	-3	-8	1	-9	-4	-3	-2	-2
COc1ccc(N2C(=O)CSC2c2ccccc2F)c(OC)c1 (stereo not given)	-13	5	0	-6	-5	-1	1	-1	0	-8
COc1cccc(CN(C)CC(=O)NC(=O)NCc2ccccc2)c1	5	-5	-1	-1	0	5	3	-5	2	-7
Fc1ccc(OCCn2cnc(Cl)c2Cl)cc1	8	0	2	3	-4	-4	0	4	0	-3
CC(C)[C@@H]1CC2=C(C(=O)OC(C)(C)O2)[C@H](CCc2ccccc2)O1	1	x	5	-4	0	-1	-1	-3	1	-1
O=C(OCC1OC(n2ccc(=O)[nH]c2=O)C2OC12)c1ccccc1 (stereo not given)	-5	-1	3	-8	-1	3	1	9	-2	2
CC(C)CC(=O)Nc1ccc(N2CCN(C(=O)c3cccs3)CC2)cc1	2	2	0	-3	2	7	3	-4	0	-5
COC(=O)[C@@]12C[C@@H](CC(=O)N3CCSCC3)C(=O)N(Cc3ccco3)C1=CCC(C)(C)C2	-1	x	-7	3	-1	5	6	-9	1	0
O=C(NCCNC(=O)c1ccccn1)c1cccc(F)c1	2	0	-3	3	-3	-3	4	2	-1	2
CCOC(=O)C(CC(=O)Nc1nc(C(C)=O)c(C)s1)C(C)c1ccccc1 (stereo not given)	-5	-4	1	-2	1	0	3	-10	1	-6
CC(=O)Nc1ccc2c(c1)[nH]c(=O)c1ccccc12	7	4	-2	8	-1	4	-6	1	-11	1
Cc1ccc(Cl)c(NC(=O)CN(C)CC(=O)Nc2ccc(F)c(F)c2F)c1Cl	-4	1	-1	1	-1	6	-1	-5	0	-5
COc1cc(-c2c(C(=O)c3ccccc3)[nH]c(N)c2C(=O)NCCc2c[nH]c3ccccc23)ccc1F	-10	x	-7	3	-2	19	-1	0	-4	11
O=[N+]([O-])c1ccc(CSc2nnc(SCc3ccc(Cl)cc3)s2)cc1	3	-1	-6	1	-1	3	-4	4	0	-1
Cc1cc(C(=O)COC(=O)CN(C)S(=O)(=O)c2ccc(Cl)cc2)c(C)n1CC1CCCO1 (stereo not given)	0	6	-6	-1	-1	-7	-1	-4	0	3
COc1cccc(NC(=O)C(c2ccccc2)N2CCCC2)c1 (stereo not given)	-15	-1	-10	0	0	0	2	5	-1	-1
O=C1C=C(c2ccccc2)C(c2ccccc2)C1 (stereo not given)	0	-2	-4	-7	-1	-1	-3	9	0	4
O=C(NC1CCc2ccccc21)c1cc(COc2ccc(F)cc2F)on1 (stereo not given)	9	-12	-1	-1	-1	-14	-3	-2	1	0
CCOC(=O)C1(Cc2cccc(OC)c2)CCCN(C(=O)CNC(C)=O)C1 (stereo not given)	-3	-1	-3	-8	0	2	0	2	-1	-4
CCOC(=O)C1(CCOc2ccccc2)CCN(CC2CC2)CC1	-2	10	4	4	2	6	-6	-2	-1	-6
Cc1cccc(C(=O)N2CCCC(Nc3ccc(C)c(C)c3)C2)n1 (stereo not given)	-1	-5	4	11	-3	4	5	5	-2	-7
CCn1c(CC(=O)Nc2ccc(C)cc2)nnc1SCC(=O)N1CCN(c2ccccc2)CC1	-4	2	-5	2	1	2	0	1	-2	1
O=C(COc1ccc(S(=O)(=O)N2CCOCC2)cc1)Nc1ccccc1C(F)(F)F	0	1	2	0	2	-2	0	0	1	-2
C=CCn1c(-c2cc(-c3ccccc3)sc2N)n[nH]c1=S	3	x	-5	7	21	-4	7	-10	1	13
O=C(O)CSc1nc2c(c(C(F)(F)F)n1)CCCC2	3&1	6&1	6&4	-4&-2	-1&4	5&8	3&-2	-2&-7	3&5	0&2
O=S(=O)(NCCc1ccccc1)c1ccc(F)cc1Br	0	-8	0	-2	-4	0	0	1	-1	1
COc1cccc(CN2CC(C(=O)NCCc3cn4cccnc4n3)CCC2=O)c1 (stereo not given)	1	2	0	-3	-3	0	-6	0	1	2
COc1cccc(NC(=O)C2CCN(S(=O)(=O)c3ccc4c(c3)OCCO4)CC2)c1	0	-13	2	-1	-2	-3	3	5	0	6
CCN1CCN(c2ccc([N+](=O)[O-])c(Sc3nc4ccccc4[nH]3)c2)CC1	-8	-4	-1	-4	1	3	-3	-8	0	0
